UCHL1 block – blocks human UCHL1 ubiquitin-rhodamine cleavage. 47,000 compounds, 0.2% hits. inhibition, % at 20 µM. P09936. AID 1645859. purified UCHL1, Ub-rhodamine cleavage fluorescence
USP7 block – blocks human USP7 ubiquitin-rhodamine cleavage | Q93009 | purified USP7, Ub-rhodamine cleavage fluorescence | inhibition, % at 20 µM | 47,000 compounds, 0.3% hits | AID 1645854
USP10 block – human USP10 deubiquitinase inhibition | Q14694 | purified USP10, Ub-rhodamine fluorescence, 60 min | inhibition, % at 20 µM | 47,000 compounds, 1.1% hits | AID 1645856
USP17 inh – blocks human USP17 ubiquitin-rhodamine cleavage; inhibition, % at 50 µM; 47,000 compounds, 6.5% hits; purified USP17, Ub-rhodamine cleavage fluorescence, 3 h; A8MUK1
Target sequence (A8MUK1 whole entry, looked up): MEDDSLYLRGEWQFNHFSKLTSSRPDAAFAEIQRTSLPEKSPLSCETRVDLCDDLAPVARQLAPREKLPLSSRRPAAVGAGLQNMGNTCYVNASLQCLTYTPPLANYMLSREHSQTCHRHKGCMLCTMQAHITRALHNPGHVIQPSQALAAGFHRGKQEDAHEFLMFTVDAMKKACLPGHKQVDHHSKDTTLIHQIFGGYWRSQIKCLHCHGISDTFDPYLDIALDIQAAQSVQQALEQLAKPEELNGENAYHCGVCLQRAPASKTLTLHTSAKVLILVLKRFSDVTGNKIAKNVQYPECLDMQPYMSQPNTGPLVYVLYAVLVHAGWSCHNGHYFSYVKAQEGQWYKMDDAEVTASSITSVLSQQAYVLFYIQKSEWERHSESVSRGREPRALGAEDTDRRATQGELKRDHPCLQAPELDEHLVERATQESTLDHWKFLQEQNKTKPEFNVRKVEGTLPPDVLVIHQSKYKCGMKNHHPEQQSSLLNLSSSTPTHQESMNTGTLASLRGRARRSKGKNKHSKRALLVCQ
USP8 block – inhibitors of human USP8 deubiquitinase. inhibition, % at 20 µM. AID 1645853. purified USP8, Ub-rhodamine cleavage fluorescence, 30 min. P40818. 47,000 compounds, 4.2% hits
USP30 inh – human USP30 deubiquitinase inhibition. inhibition, % at 25 µM. 47,000 compounds, 5.3% hits. purified USP30, Ub-rhodamine cleavage fluorescence. Q70CQ3
Target sequence (Q70CQ3 whole entry, looked up): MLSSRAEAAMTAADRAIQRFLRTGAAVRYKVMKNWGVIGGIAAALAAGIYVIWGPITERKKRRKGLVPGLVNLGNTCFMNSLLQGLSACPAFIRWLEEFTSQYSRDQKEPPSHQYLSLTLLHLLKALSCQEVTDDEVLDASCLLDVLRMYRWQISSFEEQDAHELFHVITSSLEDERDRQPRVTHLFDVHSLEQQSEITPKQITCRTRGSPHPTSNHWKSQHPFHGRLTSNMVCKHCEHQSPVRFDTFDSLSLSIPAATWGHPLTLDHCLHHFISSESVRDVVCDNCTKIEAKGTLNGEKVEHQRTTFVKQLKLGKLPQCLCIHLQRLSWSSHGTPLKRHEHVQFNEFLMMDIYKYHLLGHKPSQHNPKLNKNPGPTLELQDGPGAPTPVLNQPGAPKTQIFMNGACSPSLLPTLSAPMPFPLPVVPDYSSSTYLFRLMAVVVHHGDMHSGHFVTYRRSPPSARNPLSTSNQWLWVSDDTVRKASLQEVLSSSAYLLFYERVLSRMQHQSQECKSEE
OTUD3 inh – blocks human OTUD3 ubiquitin-rhodamine cleavage; Q5T2D3; purified OTUD3, Ub-rhodamine fluorescence, 2 h; inhibition, % at 25 µM; 47,000 compounds, 0.7% hits; AID 1645858
USP28 inh – blocks human USP28 ubiquitin-rhodamine cleavage; purified USP28, Ub-rhodamine cleavage fluorescence, 30 min; inhibition, % at 25 µM; 47,000 compounds, 3% hits; Q96RU2; AID 1645857
Starred values were filed as active, the others as inactive; i = inactive; x = no result given. Cut-off read from the data, not from the text of the source: active = inhibition above about 30%; inactive = the rest.

SMILES	UCHL1 block	USP7 block	USP10 block	USP17 inh	USP8 block	USP30 inh	OTUD3 inh	USP28 inh
COc1ccc(NC(=O)CSc2cc(N3CCCCC3)ncn2)cc1OC	4	0	-2	1	0	12	8	13
O=C(CC1CCCC1)N1C[C@@H]2OCCN(c3ncccn3)[C@@H]2C1	0	-2	0	-3	-21	-4	3	0
O=C(Cn1c(=O)c2c(ncn2Cc2ccccc2)n(Cc2ccccc2)c1=O)c1ccc(Br)cc1	1	1	0	0	0	-2	0	-2
CN1CC[C@@]2(C(=O)N3CCOCC3)CCN(S(=O)(=O)c3ccccc3)CC[C@@H]12	-1	-2	2	-23	-84	5	-6	-5
CC(C)(C)C1C/C(=C\c2cccc(O)c2)c2nc3ccccc3c(C(=O)O)c2C1 (stereo not drawn)	-7	-16	-7	7	10	-102	-16	-21
Cc1ccccc1Cn1ccc(=O)n(CC(=O)NCc2ccco2)c1=O	-6	-27	-3	-45	-51	-22	0	-5
CC1CCCN(c2nc(-c3ccccc3F)no2)C1 (stereo not drawn)	2	-13	6	8	7	23	11	20
Cc1cccc(OCCCSc2nc3ccccc3[nH]2)c1	9	2	14	19	-11	27	16	45*
CCOc1ccccc1NC(=O)c1cnn(-c2cccc(Cl)c2C)c1C1CCNCC1	-2	-2	-8	-13	-140	-7	6	6
CCCCN(C)c1ncnc2c1sc1nc(CCC)c3c(c12)CCC3	-1	0	-2	-11	-5	-13	-2	1
Cc1cnn(CC2CN(Cc3ncc(C(C)(C)C)o3)CCO2)c1 (stereo not drawn)	-2	-4	-3	-10	-8	-14	-4	-13
Cc1c(C)n(-c2ccccc2)c2ncn(CC(=O)NCc3ccc(F)cc3)c(=O)c12	3	2	12	10	7	40*	-1	-3
O=C(Cc1ccc(F)cc1)N1CCCC(c2[nH]nc3nccnc23)C1 (stereo not drawn)	0	1	5	-7	9	x	-4	x
O=C(Nc1ccccc1)N1CCC2(C1)CN(C(=O)c1cscn1)C2	2	3	3	18	12	20	18	17
CC(=O)N[C@@]12CCNC[C@@H]1CN(Cc1cccc(-c3ccc(F)cc3)c1)C2	1	-8	-2	9	18	14	0	18
Cc1cc(O)c(C(c2cccc(Cl)c2)c2c(O)cc(C)n(C)c2=O)c(=O)n1C	0	2	-2	-1	-12	6	0	-7
O=C(Nc1cccc(OC(=O)c2ccc3c(c2)OCO3)c1)c1ccccc1	3	0	9	-23	-233	-11	-3	-10
COc1cccc(NS(=O)(=O)c2cc(C(=O)N3CCN(Cc4ccc(OC)c(OC)c4OC)CC3)ccc2NCc2ccccc2Cl)c1	3	12	8	3	24	12	8	17
CCOC(=O)C1(Cc2cc(-c3ccc(F)cc3)no2)CCCN(C(=O)C2CC2)C1 (stereo not drawn)	6	-2	4	6	15	13	5	9
CC=C1[C@H]2C=C(C)C[C@]1(N)c1ccc(=O)[nH]c1C2	0	4	-1	-4	-2	-8	-11	-5

The final five entries of the part before are carried over, then new ones follow.
SMILES	UCHL1 block	USP7 block	USP10 block	USP17 inh	USP8 block	USP30 inh	OTUD3 inh	USP28 inh
Cc1cc(O)c(C(c2cccc(Cl)c2)c2c(O)cc(C)n(C)c2=O)c(=O)n1C	0	2	-2	-1	-12	6	0	-7
O=C(Nc1cccc(OC(=O)c2ccc3c(c2)OCO3)c1)c1ccccc1	3	0	9	-23	-233	-11	-3	-10
COc1cccc(NS(=O)(=O)c2cc(C(=O)N3CCN(Cc4ccc(OC)c(OC)c4OC)CC3)ccc2NCc2ccccc2Cl)c1	3	12	8	3	24	12	8	17
CCOC(=O)C1(Cc2cc(-c3ccc(F)cc3)no2)CCCN(C(=O)C2CC2)C1 (stereo not drawn)	6	-2	4	6	15	13	5	9
CC=C1[C@H]2C=C(C)C[C@]1(N)c1ccc(=O)[nH]c1C2	0	4	-1	-4	-2	-8	-11	-5
COc1cccc2cc(C(=O)C3=C(O)C(=O)N(CCN4CCOCC4)C3c3cccc(O)c3)oc12 (stereo not drawn)	-3	-5	-12	-43	-260	-29	-1	5
Cc1cccc(NC(=O)c2ccc(-c3noc(C)n3)cc2)n1	-3	-5	2	x	-5	-10	-6	-9
Cc1ccc(S(=O)(=O)Nc2nc3ccccc3n3nnnc23)cc1	-6	x	-5	-35	-19	x	0	x
Cc1ccc(OCC2Cn3c(nc4c3c(=O)[nH]c(=O)n4C)O2)cc1C (stereo not drawn)	1	7	-1	66*	1	x	1	x
COc1cc(-c2cc(C(=O)Nc3cc(S(=O)(=O)N4CCCCC4)ccc3N3CCCCC3)c3ccccc3n2)cc(OC)c1OC	-1	-3	1	-11	-50	-10	-9	-2
O=C(Nc1ccc2c(c1)N(C(=O)C1CCCC1)CC2)c1c(F)cccc1F	3	3	3	32*	18	24	7	93*
COc1ccc(C(=O)Nc2ccc3nc(C)c(C)nc3c2)cc1	0	3	0	-5	-7	-10	-5	21
Cc1ccc(/C=C/C(=O)c2oc3ccc(F)cc3c2C)cc1	8	25	8	8	20	3	7	0
Cc1cccc(N2CCCn3c2nc2c3c(=O)n(Cc3cccc4ccccc34)c(=O)n2C)c1	-1	2	1	0	-22	16	7	2
O=C(Nc1ccc(Br)cc1)c1cc(-c2ccc(Cl)s2)nc2ccccc12	-9	0	-4	-186	-19	x	0	x
CCn1c(C(=O)Nc2cccc(C(C)=O)c2)cc2sc(Cl)cc21	-4	0	-4	-25	-59	-471	-113	-58
CCOC(=O)N1CCC(NC(=O)CCc2ccccc2)CC1	3	x	2	18	2	11	10	12
CC(=O)N1CCc2sc(S(=O)(=O)NC3CCCCCC3)cc2C1	1	-1	3	-10	2	12	4	-4
COc1ccc(NC(=O)c2cnccn2)cc1Cc1ccccc1	0	-8	2	1	4	-8	-5	7
NCCCN=C1N[C@@H]2[C@@H](O)[C@@H](O)[C@H](O)[C@@H](CO)N2C1=O	2	4	0	6	-37	5	12	7
CC(=O)N1CCc2cc(S(=O)(=O)NCCC(=O)Nc3cccc(C)c3)ccc21	-1	3	0	0	0	-2	-2	13
Cc1ccc(-n2nnnc2CNS(=O)(=O)c2ccccc2)cc1C	1	0	2	10	18	15	14	17
COCCN1[C@H]2CCN(Cc3cccc(C)c3)CC[C@@H]2Oc2ccccc2S1(=O)=O	-2	2	2	-16	-85	5	1	-7
COc1ccc(-c2nc(SCC(=O)Nc3ccccc3F)n[nH]2)cc1	1	3	7	0	-8	2	-1	0
CCc1cc(C2CCCN2C(=O)Nc2ccc(F)c(Cl)c2)on1 (stereo not drawn)	-1	-2	5	-2	6	-2	-5	0
CCN(C(=O)CSc1nc2ncccc2o1)c1ccccc1	-1	-1	1	-59	2	-164	-38	-65
CN(C)C(=O)C1(Cc2cc(-c3ccccc3)no2)CCCN(C(=O)Cc2ccccc2F)C1 (stereo not drawn)	2	0	1	-5	1	0	-5	-2
O=C(c1cc(-c2ccc(Cl)cc2)n[nH]1)N1CCN(c2ncccn2)CC1	4	8	9	17	19	21	2	13
Cc1ccc(SCc2cc(=O)n(C)[nH]2)cc1	-2	4	-2	-4	0	x	0	x
O=C(CCCn1c(SCC(=O)Nc2cccc(C(F)(F)F)c2)nc2ccccc2c1=O)NCCc1ccccc1	1	7	13	24	-13	35*	10	14
CCC1CCCCN1CCNS(=O)(=O)c1ccc2c(c1)CCN2C(C)=O (stereo not drawn)	-5	-5	-4	-21	-9	-58	-18	-15
COc1ccc(-c2cc(C(C)=O)c(C)n2CCC(=O)NCc2cccc(OC)c2)cc1	3	0	-3	3	-4	15	9	10
CC1CC(C)CN(c2ncc3c(n2)CC(c2ccc(F)cc2)CC3=O)C1 (stereo not drawn)	0	-2	4	8	-1	7	8	0
O=C(Nc1ccccc1)N1CCn2c(nnc2C2CCNCC2)C1	-2	0	1	3	-25	-3	-7	-8
O=C(CN1CCN(c2nccn2-c2ccccc2F)CC1)N1CCc2ccccc21	-4	-3	-6	x	-7	-29	-2	-14
O=C(NCCN1CCCC1)[C@H]1CC[C@@H]2[C@@H](CCN2c2ncccn2)O1	-8	-10	-2	-18	-20	-75	-15	-14
COc1ccc(CC(=O)Nc2ccc(N3CCCCC3)cc2)cc1	0	-4	6	17	0	-18	0	5
CC1CCN(C(=O)CN2C(=O)C3CCCN3C(=O)c3ccc(F)cc32)CC1 (stereo not drawn)	-5	-5	0	-5	-4	-13	-3	-9
COc1cccc(S(=O)(=O)N2CCc3nc(C)nc(N4CCCC4)c3C2)c1	-3	-5	-5	-13	-2	-12	-8	-15
Cc1ccc(C)c(NC(=O)CSc2nnc(CCC(=O)O)c(=O)[nH]2)c1	2	4	0	8	6	5	6	9
COc1ccc(NC(=O)CC2C(=O)N(c3ccc(Cl)cc3)C(=O)N2Cc2cccnc2)cc1 (stereo not drawn)	-3	-4	-2	-9	-10	-11	-8	-3
CCc1nc2ccc(C(=O)Nc3nc(-c4ccc5c(c4)CCN5C(=O)C4CC4)cs3)cc2nc1CC	0	-12	-4	-4	21	-19	10	7
COc1ccc(C(=O)[C@H]2CCCN(C(=O)c3ccn[nH]3)C2)cc1	3	0	2	1	1	9	11	8
Cc1ccc(CC(=O)NC(C)c2nc(-c3cccnc3)n[nH]2)cc1 (stereo not drawn)	0	0	2	3	6	-5	-2	-4
Cc1ccc(C(CC(=O)Nc2cccc(C)n2)N2Cc3ccccc3C2=O)cc1 (stereo not drawn)	2	1	1	41*	17	0	12	15

Whole records, looked up by structure. Values in the order: UCHL1 block | USP7 block | USP10 block | USP17 inh | USP8 block | USP30 inh | OTUD3 inh | USP28 inh
`Cc1ccc(C(CC(=O)Nc2cccc(C)n2)N2Cc3ccccc3C2=O)cc1` (stereo not drawn) as listed: 2 | 1 | 1 | 41* | 17 | 0 | 12 | 15
`O=C(NCCN1CCCC1)[C@H]1CC[C@@H]2[C@@H](CCN2c2ncccn2)O1` as listed: -8 | -10 | -2 | -18 | -20 | -75 | -15 | -14
`CN(C)C(=O)C1(Cc2cc(-c3ccccc3)no2)CCCN(C(=O)Cc2ccccc2F)C1` (stereo not drawn) as listed: 2 | 0 | 1 | -5 | 1 | 0 | -5 | -2
`CCN(C(=O)CSc1nc2ncccc2o1)c1ccccc1` as listed: -1 | -1 | 1 | -59 | 2 | -164 | -38 | -65
`CC1CC(C)CN(c2ncc3c(n2)CC(c2ccc(F)cc2)CC3=O)C1` (stereo not drawn) as listed: 0 | -2 | 4 | 8 | -1 | 7 | 8 | 0

(listing goes on)
SMILES	UCHL1 block	USP7 block	USP10 block	USP17 inh	USP8 block	USP30 inh	OTUD3 inh	USP28 inh
CC1=C2C(=NCCN1)C(=O)N(c1ccccc1)C2c1cccnc1 (stereo not drawn)	-149	-125	-3	-179	-7	i	-208	-221
CC1=C(C(=O)N2CCOCC2)C(c2cccs2)n2c(nc3ccccc32)N1 (stereo not drawn)	-4	-3	0	-15	-19	-71	-17	-18
O=C1Nc2cc(C(=O)N3CCN(c4ccccn4)CC3)ccc2N2CCCCC12 (stereo not drawn)	1	-2	-3	-2	-18	-11	6	0
COc1ccc(Cc2nnc(Nc3ccccc3)[nH]c2=O)cc1OC	-1	1	0	1	2	x	0	x
Cc1nn(-c2ccc(F)cc2)c(C)c1S(=O)(=O)N1CCN(c2ncccn2)CC1	4	30	2	11	0	16	12	11
Cc1cc2nc(N3CCN(S(=O)(=O)c4ccccc4C(F)(F)F)CC3)c3ccccc3n2n1	9	-20	5	-31	-15	-7	0	-8
COc1ccc(NC(=O)c2[nH]nc3c2COc2ccccc2-3)c(OC)c1	5	12	23	77*	59*	10	17	21
COc1ccccc1NC(=O)N1CCN(CCc2ccccc2)CC1	1	5	0	4	5	17	3	1
N=C1/C(=C/c2cn(Cc3ccccc3F)c3ccccc23)C(=O)N=C2SC(C(F)(F)F)=NN12	6	41*	51*	-57	48*	-395	-123	-85
CCOc1ccccc1NC(=O)CC(c1ccco1)n1cccc1 (stereo not drawn)	2	3	-3	5	4	-31	-8	1
CC1=C[C@H]2[C@H](C(C)C)CC[C@@](C)(O)[C@H]2CC1=O	-2	-1	-4	-7	0	-6	0	-6
Cc1ccc(-c2cc(C(=O)NC(C)C)nn2C2CCS(=O)(=O)C2)cc1 (stereo not drawn)	-1	1	3	5	0	-4	1	-6
COC(C)(C)/C=C/c1cc(O)ccc1O	-4	-3	-7	-61	-10	-124	-39	-37
Cc1cc(N2CCN(S(=O)(=O)c3ccc(Br)cc3)CC2)nc2c(C)cccc12	3	2	1	-2	2	-7	-3	0
Cc1cc(N2CCN(c3ncccn3)CC2)nc2ccc(NC(=O)/C=C/c3ccccc3Cl)cc12	-1	2	-1	51*	15	10	12	40*
CC(=O)NCC(=O)N1CCCC(c2ccnc(Nc3ccc(C)cn3)n2)C1 (stereo not drawn)	0	6	-2	-8	-20	7	6	2
CC(C)(C)C(=O)N1CCCC(c2ccnc3nc(C(F)(F)F)nn23)C1 (stereo not drawn)	-1	2	-2	10	10	8	4	0
Cc1ccc(C)c(S(=O)(=O)N2CCN(c3nc(-c4cccs4)nc4ccccc34)CC2)c1	0	5	2	14	-47	31*	5	6
CC(=O)N1C[C@H](c2ccccc2)[C@H]2CN(C(=O)c3cccc(=O)[nH]3)CC[C@H]21	1	1	0	3	0	1	-5	-11
Cc1c(C)n2c(SCC(=O)Nc3cccc(Cl)c3)nnc2[nH]c1=O	1	4	2	11	17	18	9	3
Cc1cc(NC(=O)CN2CCCCC2Cn2cncn2)no1 (stereo not drawn)	-1	2	-6	5	11	-10	4	-4
